GPR35 antagonists: GPR35 antagonists blocking zaprinast-driven arrestin recruitment, primary screen, imaging, U2OS, beta-arrestin-GFP, zaprinast agonist (AID 2058) | one-dose inhibition, % at 10 µM; IC50 in µM for titrated hits | hit rate 0.052% among 290,000 | G-protein coupled receptor 35 (Homo sapiens) | U2OS GPR35 beta-arrestin-GFP translocation imaging, zaprinast antagonism; higher % means a stronger effect;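 active means inhibition of at least 50% with at least 30 cells and total cytoplasm GFP at most 10,000,000; inconclusive means under 30 cells or total GFP of 10,000,000 plus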
MgcRacGAP inhibition: MgcRacGAP GTPase-activating activity inhibitors, confirmation, biochemical, ADP Hunter fluorescence. MgcRacGAP-stimulated Rac1 GTP hydrolysis, ADP Hunter fluorescence; higher % means a stronger effect; GST-tagged Rac1 F28L mutant substrate. Rac GTPase-activating protein 1 (Homo sapiens). hit rate 0.6% among 340,000. inhibition, % at 30 µM, or IC50 in µM where a hit was titrated;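 active means first-screen hits whose inhibition reached a set limit at any dose in the follow-up dose series; inconclusive means inhibition above the set first-screen limit but never retested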;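 further: fluorescence reports GDP produced by GAP-driven GTP hydrolysis; strong numbers were not always called active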
Large T inhibition: SV40 large T antigen inhibitors, biochemical (AID 1903) | SV40 large T antigen ATPase/helicase inhibition assay; higher % means a stronger effect | inhibition, % at 20 µM; hits with a dose series show IC50 in µM | hit rate 0.39% among 310,000; in the data active means a potency from the dose series; inconclusive means inhibition mostly from about 32% at the one dose, without a potency; inactive means the rest, 99 in 100 with inhibition below about 32%; further: strong numbers were not always called active
LYP phosphatase: inhibitors of LYP phosphatase, biochemical, fluorescence intensity, uHTS (AID 1779) | Tyrosine-protein phosphatase non-receptor type 22 (Homo sapiens) | inhibition, % at 11.5 µM, or IC50 in µM where a hit was titrated | hit rate 0.054% among 290,000 | recombinant LYP phosphatase, fluorescence intensity; higher % means a stronger effect; in the data active means inhibition above about 50%;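 further: plate controls were vehicle with enzyme for no effect and no enzyme for full effect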
GPR55 activation: GPR55 agonists via beta-arrestin recruitment, primary screen, imaging, U2OS cells, beta-arrestin-GFP redistribution (AID 1961). U2OS GPR55 beta-arrestin-GFP redistribution imaging; higher % means a stronger effect. hit rate 0.048% among 290,000. G-protein coupled receptor 55 (Homo sapiens). activation, % at 10 µM, or EC50 in µM where a hit was titrated;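 active means activation above 40% with more than 50 cells counted in the well; inconclusive means wells holding fewer than 50 cells, flagged as toxic or sparse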;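 further: U2OS osteosarcoma cells stably expressing GPR55 and beta-arrestin-GFP; plate controls were DMSO negative control for no effect and LPI positive control for full effect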
Hep lipid drop: inhibitors of hepatocyte lipid droplet formation, primary screen, imaging, high-throughput imaging, BODIPY stain; hit rate 0.4% among 240,000; inhibition, % at 6.5 µM; AML12 mouse hepatocytes, oleate lipid droplets;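 active means lipid droplet intensity inhibited by at least 50%, with more than 500 cells counted; inconclusive means wells with under 300 cells, treated as cytotoxic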
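System: AML12 hepatocytes (mouse). Probe or stimulus: oleic acid at 100 µM to induce lipid droplet formation. Times: overnight treatment with compound plus oleate. Detection: Image-based BODIPY and DAPI two-channel analysis. Evaluation: percent inhibition of filter-corrected integrated lipid droplet intensity per well.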
GPR55 antagonists: GPR55 antagonists blocking LPI-driven arrestin recruitment, primary screen, imaging, U2OS, beta-arrestin-GFP, LPI agonist (AID 2013). U2OS GPR55 beta-arrestin-GFP translocation imaging, LPI antagonism; higher % means a stronger effect. hit rate 0.13% among 290,000. G-protein coupled receptor 55 (Homo sapiens). inhibition, % at 10 µM; hits with a dose series show IC50 in µM;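 active means spots per cell inhibited over 60%, with over 100 cells counted and total cytoplasm intensity under 500,000; inconclusive means wells with under 100 cells, flagged as likely toxic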;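 further: U2OS cells stably carrying GPR55 and arrestin-GFP stimulated by 5 µM LPI near EC80; imaged beta-arrestin-GFP aggregate spots per cell after agonist stimulation; plate controls were LPI-stimulated DMSO wells for no effect and DMSO wells without LPI for full effect; some results filed as inactive read as strong as hits; confirmed hits need IC50 under 10 µM and bright autofluorescent wells are also inconclusive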
NTR1 ag: agonists of NTR1, primary screen, imaging, U2OS cells, beta-arrestin-GFP, high content (AID 493036) | NTR1-U2OS beta-arrestin-GFP spot imaging, agonist mode | activation, % at 20 µM | hit rate 0.17% among 330,000;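 active means activation at or above 40% of the spot to cytoplasm intensity ratio, with at least 20 cells analyzed; inconclusive means wells under 20 cells, flagged as cytotoxic or low count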;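 further: 0% = DMSO without peptide and 100% = 100 nM NTR1 peptide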
Target sequence (P30989 whole entry, looked up): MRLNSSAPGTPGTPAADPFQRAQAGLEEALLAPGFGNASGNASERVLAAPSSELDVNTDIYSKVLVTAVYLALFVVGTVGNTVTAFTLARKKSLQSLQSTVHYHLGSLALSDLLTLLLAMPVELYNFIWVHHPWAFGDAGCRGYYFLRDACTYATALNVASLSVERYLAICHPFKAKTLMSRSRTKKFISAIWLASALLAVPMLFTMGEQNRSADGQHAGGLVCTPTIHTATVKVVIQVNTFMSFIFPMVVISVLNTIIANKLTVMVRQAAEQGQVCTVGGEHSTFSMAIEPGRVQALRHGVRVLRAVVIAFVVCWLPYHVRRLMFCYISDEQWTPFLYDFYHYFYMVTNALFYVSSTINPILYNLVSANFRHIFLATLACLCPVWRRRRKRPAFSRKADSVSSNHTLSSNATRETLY
T cell modulator: modulators of CD8 T cell-vesicle binding, primary screen, mouse 2C CD8+ T cells, flow cytometry; hit rate 0.068% among 330,000; calls only at 7 µM; 2C CD8+ T cell-vesicle binding; hits give low values;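 active means response, share of CD8 T cells binding vesicles, and their 90th percentile fluorescence all below set limits, cut at about 80% in these data, passing the limit was not always enough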
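Test system: purified 2C TCR transgenic mouse naive CD8+ T cells. Probe or stimulus: QL9-peptide-loaded Drosophila micro-vesicles bearing Ld, ICAM-1 and B7-1. Incubation: binding step 1.5 h, 37 °C, antibody labelling 20 min, ice. Measured by: flow cytometry of vesicle-bound cells.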
Hep lipid drop cells 6.5 µM: also measured in Hep lipid drop; calls as there; cell count; measured here: cell count, cytotoxicity flag;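 cells counted across two imaged fields per well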
T cell modulator vesicle-bound %: also measured in T cell modulator; calls as there; double positive events, %; measured here: CD8+ vesicle-bound cell fraction;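 binding gate set so that unloaded-vesicle control wells show 10% double positive cells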
NTR1 ag cell count 20 µM: also measured in NTR1 ag; calls as there; cell count; measured here: cell count, cytotoxicity flag
* = called active by the depositor; i = inactive; ? = inconclusive; . = not tested or not shown.

SMILES	GPR35 antagonists	MgcRacGAP inhibition	Large T inhibition	LYP phosphatase	GPR55 activation	Hep lipid drop	Hep lipid drop cells 6.5 µM	GPR55 antagonists	NTR1 ag	NTR1 ag cell count 20 µM	T cell modulator	T cell modulator vesicle-bound %
Cc1cc(C)cc(NC(=O)CS(=O)(=O)c2cccc3nsnc23)c1	3%	-4%	-1%	-9%	0.0%	2	766	8%	0.0	48	i	24
O=C(CSc1nnc(-c2ccco2)n1CC1CCCO1)c1ccc(F)cc1 (centres undefined)	6%	19%	16%	-4%	-0.2%	.	.	9%	-1.7	48	i	47
COc1ccc(C(C(=O)NC2CCCC2)N(C(=O)c2ccco2)c2ccc3c(c2)OCO3)cc1OC (centres undefined)	3%	10%	12%	1%	0.6%	.	.	-7%	0.0	30	i	15
CN(Cc1ccccc1F)c1ccc(S(=O)(=O)N2CCCC2)cn1	-5%	7%	13%	-5%	-0.5%	1	692	8%	-0.4	50	i	39
COc1ccc(NC(=O)CSc2nnc(-c3cccnc3)n2Cc2ccco2)c(OC)c1	-13%	10%	-1%	-11%	-0.2%	.	.	-11%	.	.	.	.
Cc1cc(C)c2oc(C(=O)NCc3ccccc3)cc(=O)c2c1	-4%	8%	1%	-8%	0.0%	-14	794	7%	-0.9	91	i	33
Cc1nc(Cl)sc1C(=O)Nc1ccc(C(C)(C)C)cc1	17%	15%	13%	-5%	-0.3%	6	868	1%	6.7	59	i	22
CCN(CC)S(=O)(=O)c1cccc(C(=O)NCCCn2ccnc2)c1	5%	13%	20%	-9%	0.5%	-2	750	10%	-1.2	60	i	22
O=Cc1cn(-c2ccccc2)nc1-c1cc2cc(O)ccc2oc1=O	0%	7%	-2%	-6%	-0.1%	5	782	-14%	0.0	92	i	14
COCCN(C(=O)COC(=O)Cc1c[nH]c2ccccc12)c1c(N)n(Cc2ccccc2)c(=O)[nH]c1=O	.	-2%	10%	.	.	.	.	.	0.9	66	i	40
COC(=O)C1=C(C(=O)OC)[C@@H]2N(Cc3ccccc3)c3ccccc3[C@@]23C[C@@H](C(=O)OC)N(C(=O)NC(C)(C)C)C3=N1	.	10%	22%	.	.	.	.	.	-5.5	95	i	14
CSCC[C@H](N)C(=O)N1CCC(C(=O)N[C@H](C)C(=O)NC(C)c2ccccc2)CC1 (some centres undefined)	5%	-6%	0%	-6%	0.3%	-6	825	-4%	-1.8	85	i	23
Cc1ccc(Cl)cc1NC(=O)COC(=O)C1CCCC1	0%	2%	0%	-2%	0.2%	1	750	37%	0.1	42	i	14
Cc1cc(NC(=O)COc2ccc(N(C)S(=O)(=O)c3ccccc3)cc2)no1	-1%	7%	14%	-1%	0.0%	.	.	-5%	-1.3	90	i	38
CC(=O)c1cccc(S(=O)(=O)NCCC(=O)O)c1	-9%	3%	2%	-5%	-0.4%	16	659	2%	1.7	60	i	39
O=C(Nc1cc(S(=O)(=O)N2CCOCC2)ccc1N1CCOCC1)c1cccc(S(=O)(=O)N2CCCCC2)c1	-2%	7%	9%	3%	0.0%	-7	693	4%	1.1	61	i	8
COc1ccccc1NC(=O)CSc1nncn1-c1ccccc1	2%	5%	6%	-6%	0.5%	0	799	68%	0.3	58	i	51
Clc1cccc(Nc2nc(-c3ccncc3)cs2)c1	2%	3%	14%	-4%	-0.1%	91*	319*	0%	17	57	i	23
Cc1ccc(C(=O)N/C(=C\c2ccc(Cl)cc2)C(=O)NCC2CCCO2)cc1 (centres undefined)	0%	3%	8%	-1%	-0.2%	-3	616	4%	-0.7	85	i	57
COc1ccc(-n2nc(C(=O)NCC(=O)NC(C)C)c3ccccc3c2=O)c(OC)c1	0%	10%	5%	-9%	0.0%	-3	837	-12%	2.5	75	i	7
O=C1C2CC=CCC2C(=O)N1Nc1ccccc1 (centres undefined)	18%	-4%	22%	-7%	-0.4%	2	692	5%	-0.5	72	i	53
NC(=O)C1CC(O)CN1c1nc(CN2CCOCC2)nc2scc(-c3ccccc3)c12 (centres undefined)	2%	0%	7%	-6%	-0.1%	.	.	4%	-0.9	89	i	47
O=C(Nc1ccncc1Cl)c1ccncc1	16%	7%	13%	-10%	0.3%	-2	783	-5%	0.8	62	i	9
CC1CC(C)CN(C(=O)c2ccc3c(c2NCCO)C(=O)c2ccccc2C3=O)C1 (centres undefined)	10%	6%	19%	1%	-0.1%	91*	737*	2%	4.3	69	i	18
Cc1cccc(C)c1NC(=S)N/N=C/c1c(Cl)cccc1Cl	6%	11%	0%	-6%	0.1%	4	654	-1%	2.3	88	i	32
O=[N+]([O-])c1ncn(C23CC4CC(CC(C4)C2)C3)n1	-4%	-2%	16%	-6%	0.6%	-9	652	-9%	1.1	34	i	22
C=CCOC(=O)C1=C(C)NC(=O)NC1/C=C/c1ccccc1OC (centres undefined)	2%	7%	6%	1%	-0.4%	-11	649	1%	-0.3	36	i	52
Cc1cccc(N2CCN(C(=O)CCS(=O)(=O)c3ccc4c(c3)oc(=O)n4C)CC2)c1C	-7%	5%	7%	-4%	-0.2%	-20	702	-8%	1.1	56	i	36
O=c1cc(O)nc(SC23CC4CC(CC(C4)C2)C3)[nH]1	-8%	2%	23%	-1%	-0.1%	.	.	6%	1.6	52	i	44
COc1ccc(NC(=O)c2ccccc2CC[N+](=O)[O-])cc1	-9%	-1%	-12%	-2%	0.5%	9	689	-6%	-0.6	26	i	40
CN(C)CCNC=C(C(=O)Nc1ccc(Cl)cc1Cl)C(=O)Nc1ccc(Cl)cc1Cl	22%	-1%	4%	-8%	-0.2%	14	696	30%	10	49	i	30
O=C(/C=C/c1cccc(F)c1)Nc1cc(S(=O)(=O)N2CCOCC2)ccc1N1CCCC1	-4%	-10%	8%	5%	0.0%	4	692	13%	-0.1	40	i	27
CCCOc1ccc(S(=O)(=O)NCCN2CCOCC2)c2ccccc12	-3%	12%	-3%	-6%	0.2%	-18	775	-2%	-0.7	45	i	31
Cc1ccc(C)c(/C(O)=C2\C(=O)C(=O)N(CCCn3ccnc3)C2c2ccncc2)c1 (centres undefined)	-5%	2%	2%	-6%	-0.2%	.	.	0%	-0.6	88	i	54
O=C(NNC(=O)c1cc2ccccc2cc1O)Nc1ccccc1F	8%	11%	25%	-7%	-0.1%	13	858	17%	3.6	57	i	12
COc1cccc(-c2nc(C(N)=O)c3[nH]c(=O)n(-c4cccc(Cl)c4)c3n2)c1OC	-10%	4%	1%	4%	-0.1%	-4	656	-7%	6.1	63	i	42
OC(C#CCN1CCOCC1)(c1ccccc1)C1CCCCC1 (centres undefined)	-3%	7%	-4%	0%	-0.1%	.	.	.	1.0	41	i	25
COc1ccc(C)cc1Nc1nc(N)c2cc(OC)c(OC)cc2n1	5%	.	6%	4%	-0.1%	-5	787	-1%	9.5	53	i	18
CCS(=O)(=O)Nc1ccc(C2=NN(C(=O)c3ccccc3)C(c3cccs3)C2)cc1 (centres undefined)	-15%	15%	2%	-5%	-0.1%	3	772	-18%	2.4	55	i	10
Cc1cc(C)c(NC(=O)Cn2cc3c(n2)CCCC3)c(C)c1	-16%	-4%	7%	-4%	-0.1%	-1	607	13%	-0.1	42	i	41
CC(=O)OC[C@H]1O[C@@H](O/N=C/[C@@H](C)[C@H](OCc2ccccc2)C(C)C)[C@H](OC(C)=O)[C@@H](OC(C)=O)[C@@H]1OC(C)=O	9%	.	2%	-1%	0.6%	15	736	-16%	0.7	35	i	16
CCC1Oc2ccc(C)cc2N(CC(=O)NCc2ccccc2OC)C1=O (centres undefined)	-11%	5%	2%	-3%	-0.1%	.	.	-27%	-1.6	84	i	37
Cc1cc(OCC(=O)Nc2cccc(S(=O)(=O)NC3=NCCCCC3)c2)ccc1Cl	-2%	3%	18%	1%	0.3%	-17	545	-3%	1.8	66	i	45
Cc1ccc(Cn2ccc(NC(=O)c3cc(C(C)C)on3)n2)cc1	-14%	-3%	3%	-2%	-0.2%	.	.	13%	1.1	95	i	25
Cc1ccccc1-c1nnc(SCC(=O)Nc2cccc(C)c2C)o1	3%	-2%	-6%	-10%	-0.1%	.	.	10%	0.7	84	i	23
COC(=O)c1ccc(/C=N/NC(=O)c2ccc3nc[nH]c3c2)cc1	-5%	13%	5%	-3%	-0.1%	-11	783	-9%	-0.3	67	i	51
COCCNc1nc(N)c([N+](=O)[O-])c(NCc2ccccc2)n1	-6%	6%	-10%	-3%	0.0%	-2	821	-11%	-0.2	99	i	29
COc1cc(C(=S)N2CCCC2)ccc1OS(=O)(=O)c1ccc(NC(C)=O)cc1	13%	2%	12%	-6%	0.9%	4	695	-7%	0.3	103	i	45
Cc1cc(C(=O)NCCN2CCOCC2)ccc1[N+](=O)[O-]	10%	.	7%	-9%	-0.1%	0	663	-10%	-0.6	96	i	54
Cc1nn(C)c(C)c1C(C)NC(=O)c1ccc(OC2CCN(Cc3ccccn3)CC2)cc1 (centres undefined)	-1%	-7%	6%	0%	-0.1%	2	789	?	1.4	57	i	6
COc1ccc(NC(=O)c2cc(C(C)C)on2)c(OC)c1	21%	3%	-2%	3%	0.6%	-1	564	1%	1.0	54	i	39

Bioassay records as filed in PubChem.
